12-LOX inh: blocks human arachidonate 12S-lipoxygenase | P18054 | purified 12hLO, xylenol orange hydroperoxide absorbance | Potency, µM (highest dose often 108 µM), without a hit: at the top dose activity change, negative = inhibition, hits mostly inhibitors | 580,000 compounds, 1.1% hits; note: potency is the fitted concentration of half-maximal effect; % is set by controls: 0 for no effect and ±100 for the full control effect
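Purified human 12hLO at 150 nM in 25 mM Hepes, 0.01% Triton X-100, pH 7.0, preincubated 15 min at room temperature with compound. Reaction started with 40 uM arachidonic acid, 30 min at room temperature. Hydroperoxide measured by Fe-xylenol orange, 573/405 nm absorbance ratio.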
HP1b chromo inh: HP1-beta chromodomain-methylated histone interaction inhibition. 390,000 compounds, 0.56% hits. AlphaScreen HP1-beta / biotin-H3K9me3 peptide binding. Potency, µM (doses to about 114 µM), inactives show at the top dose activity change, negative = inhibition, actives largely listed as inhibitors. AID 540317; note: potency is the fitted concentration of half-maximal effect; nearly all actives have a fitted effect of over 70% in size; inactives centre near 23
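AlphaScreen: HP1-beta (50 nM) preformed 30 min with biotin-H3(1-18)K9me3 peptide (50 nM) in PBS pH 7.4, 0.01% Tween-20. Compound added for 30 min at RT, then streptavidin donor/nickel chelate acceptor beads (10 ug/mL) for 30 min.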
GLS inh: inhibitors of human glutaminase (GLS); O94925; GLS enzymatic activity, qHTS titration; Potency, µM (series often up to 45.5 µM), for the others: top-dose activity change, negative = inhibition, usual class: inhibitors; 410,000 compounds, 0.21% hits; note: potency is the fitted concentration of half-maximal effect; % is set by controls: 0 for no effect and ±100 for the full control effect
Target sequence (O94925 whole entry, looked up): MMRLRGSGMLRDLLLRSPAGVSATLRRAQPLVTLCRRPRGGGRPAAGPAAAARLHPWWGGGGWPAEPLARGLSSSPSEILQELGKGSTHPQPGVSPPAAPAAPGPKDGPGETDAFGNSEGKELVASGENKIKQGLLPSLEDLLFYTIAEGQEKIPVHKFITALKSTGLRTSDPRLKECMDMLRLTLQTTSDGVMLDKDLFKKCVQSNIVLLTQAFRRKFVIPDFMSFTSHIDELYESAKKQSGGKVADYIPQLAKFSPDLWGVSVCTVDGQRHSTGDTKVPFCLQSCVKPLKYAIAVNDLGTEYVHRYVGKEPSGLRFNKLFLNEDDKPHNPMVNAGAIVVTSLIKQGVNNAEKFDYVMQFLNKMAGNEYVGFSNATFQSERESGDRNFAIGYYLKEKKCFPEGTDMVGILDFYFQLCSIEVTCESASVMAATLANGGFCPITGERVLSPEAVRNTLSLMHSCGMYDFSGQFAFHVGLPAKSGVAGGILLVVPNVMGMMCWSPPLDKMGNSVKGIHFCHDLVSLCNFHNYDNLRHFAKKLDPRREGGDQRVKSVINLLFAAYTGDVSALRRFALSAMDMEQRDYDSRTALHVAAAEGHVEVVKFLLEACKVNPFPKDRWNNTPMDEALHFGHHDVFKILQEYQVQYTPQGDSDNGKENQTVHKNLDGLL
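Two-point fluorescence kinetic (t0, 30 min RT) for hKGA; glutamate detected via glutamate oxidase–HRP–Amplex Red. Substrate: 1 mM L-glutamine solution; buffer 45 mM KH2PO4, pH 8.2.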
RGS4 inhibitor: inhibitors of human regulator of G protein signaling 4. 390,000 compounds, 0.039% hits. P49798. Transcreener GDP fluorescence polarization, RGS4-accelerated GTP hydrolysis. Potency, µM (highest dose often 114 µM), inactives show top-dose activity change, negative = inhibition, actives largely listed as inhibitors; note: potency is the fitted concentration of half-maximal effect; % is set by controls: 0 for no effect and ±100 for the full control effect; nearly all actives have a fitted effect of over 75% in size; some results filed as inactive show a strong effect at the top dose
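MLSMR compounds (23 nl, pin-transferred) preincubated 10 min at room temperature with a 500nM (2x) first reagent, then RGS4 at 900nM (2x) plus Transcreener GDP mix added; fluorescence polarization (620/688 nm) read before and after 90 min at 30 °C.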
BAZ2B block: blocks human BAZ2B. Q9UIF8. AlphaScreen BAZ2B-H3K14Ac peptide displacement. Potency, µM (highest dose often 114 µM), inactives show at the top dose activity change, negative = inhibition, actives largely listed as inhibitors. 360,000 compounds, 4.4% hits. AID 504333; note: potency is the fitted concentration of half-maximal effect; % is set by controls: 0 for no effect and ±100 for the full control effect; nearly all actives have a fitted effect of over 60% in size
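Multi-concentration screen (max 110 uM) measuring displacement of acetylated histone H3 peptide from BAZ2B by AlphaScreen, using 50 nM protein, 50 nM peptide and 10 ug/mL streptavidin donor plus Ni-chelate acceptor beads.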
PI4K2A block: PI4K2A (human) kinase inhibition. Q9BTU6. purified PI4K2A, ADP-Glo luminescence, 1 h; hits give low values. activity change, negative = inhibition, % at 76.9 µM. 420,000 compounds, 0.13% hits. AID 1346378; in the data active = activity change below about -50%; inconclusive = mostly about -30% to -49%;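 note: -100% = wells without enzyme as full effect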
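PI4K2A activity was measured by ADP-Glo luminescence: enzyme (4 ug/mL stock) and phosphatidylinositol (1.2 mM stock) in Tris pH 7.5/MgCl2/EGTA/Triton X-100 buffer were reacted with ATP (300 microM stock) for one hour at ambient temperature.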
JMJD2A Tudor: inhibitors of human JMJD2A Tudor domain. AlphaScreen JMJD2A-Tudor / H3K4me3 peptide binding. Potency, µM (doses to about 114 µM), inactives show at the top dose activity change, negative = inhibition, most hits filed as inhibitors. 390,000 compounds, 4.4% hits. AID 504339; note: potency is the fitted concentration of half-maximal effect; % is set by controls: 0 for no effect and ±100 for the full control effect; nearly all actives have a fitted effect of over 50% in size
G9a block: blocks human histone lysine methyltransferase G9a; Q96KQ7; AID 504332; 350,000 compounds, 8.8% hits; G9a H3K9 monomethylation, AlphaScreen, 2 h; Potency, µM (titrated, usually from 102 µM), for the others: top-dose activity, negative = inhibition, hits mostly inhibitors; note: potency is the fitted concentration of half-maximal effect; % is set by controls: 0 for no effect and ±100 for the full control effect; nearly all actives have a fitted effect of over 75% in size
Target sequence (Q96KQ7 913-1193 limits assumed): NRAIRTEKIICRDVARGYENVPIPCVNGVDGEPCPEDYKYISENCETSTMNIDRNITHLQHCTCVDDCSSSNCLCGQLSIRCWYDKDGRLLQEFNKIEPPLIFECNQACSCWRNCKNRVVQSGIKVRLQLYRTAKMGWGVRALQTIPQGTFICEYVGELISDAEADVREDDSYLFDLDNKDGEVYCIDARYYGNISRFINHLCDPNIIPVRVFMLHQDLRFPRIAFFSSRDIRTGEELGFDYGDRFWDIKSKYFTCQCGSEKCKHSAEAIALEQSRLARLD
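Signal arises when biotinylated H3K9 peptide, once monomethylated, bridges streptavidin donor and antibody-captured acceptor beads. Enzyme at 20 nM was preincubated 15 min with test compounds; peptide 500 nM and SAM 20 uM then reacted for 2 h.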
ERG-DNA inh: ERG Ets/DNA interaction inhibition; fluorescence polarization, His-ERG Ets domain / labelled DNA; Potency, µM (highest dose often 76.9 µM), for the others: at the highest dose FP activity, negative = inhibition, actives largely listed as inhibitors; 370,000 compounds, 0.028% hits; AID 624246; active = well fitted inhibition curve with a large enough effect in the polarisation, with a control signal flat; inconclusive = small, poorly fitted or top-dose-only effect, or effect the other way, or a change in a side signal; inactive = no such curve, though single readings can be large or run the other way; the % refers to the polarisation;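 note: polarization taken with two DNA probes labelled with fluorescein and Texas red; potency is the fitted concentration of half-maximal effect; % of control where 0% means no effect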
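His-tagged ERG Ets domain (1 uM in the protein solution; 300mM KCl, 50mM Tris-HCl, 1mM EDTA, 1mM DTT, pH 7.5) received compound, then a probe mix of 5 nM fluorescein-DNA and 100nM Texas-615-DNA. Fluorescence polarization was read for both dyes.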
* hit, by the source's call; u = inconclusive; x = not tested or not shown; & = joins results of further samples; [ ] = dose if it differs, or a comment. Unless noted, calls come from the whole dose curve; as a rule, active = well fitted curve in the direction sought with a large enough effect; inconclusive = small, poorly fitted or top-dose-only effect, or another doubt; inactive = no such curve, though single readings can be large; an effect the other way counts as inactive or inconclusive. This is a subset (hit frequency here may not be typical).

smiles	12-LOX inh	HP1b chromo inh	GLS inh	RGS4 inhibitor	BAZ2B block	PI4K2A block	JMJD2A Tudor	G9a block	ERG-DNA inh
O=C(NCCc1ccccn1)c1cccnc1Oc1ccc(Cl)cc1	0.0%	38.7%	1.6%	1.7%	-1.9%	-0.2	-11.6%	-2.3%	-1.0%
O=C(NCCCN1CCN(c2ccccc2)CC1)Nc1ccccc1C(F)(F)F	0.2%	7.8%	21.5%	-20.4%	u	-1.9	-24.4%	-25.1%	4.4%
CCc1cccc(C)c1NC(=O)CNCc1ccccc1	-13.1%	u	-7.1%	8.9%	56.5%[activator]	1.2	8.91µM*	17.8µM*	2.4%
CCCCCc1ccc(-c2ccc(/C=C/C(=O)O)cc2)nc1	-9.6%	12.0%	-15.2%	-30.0%	-38.9%	-5.6	-20.8%	-2.8%[59 µM]	-8.6%
CC(C)CC(=O)OCC(=O)Nc1ccccc1Sc1ccccc1	-24.0%	131.2%[activator]	-0.4%	-4.6%	97.4%[activator]	4.9	116.4%[activator]	108.3%[activator][59 µM]	-8.2%
Cc1cccc(C(=O)Nc2cccc(-c3ccc4nncn4n3)c2)c1	28.0%	30.9%	-17.0%	-16.5%	21.0%	5.3	-1.4%	58.4%[activator]	9.2%
CCC(C(=O)NC(CC(=O)O)c1ccc(Cl)cc1)c1ccccc1 (stereo not drawn)	0.0%	41.5%[activator]	3.5%	44.5%	-0.3%	-1.2	-6.0%	-7.5%[2.33 µM]	4.7%
COc1c(C)cc(Br)cc1C(=O)Nc1ccc(-c2nc3ncccc3o2)cc1	-15.2%	29.4%	-2.2%	-13.8%	5.3%	-2.1	3.8%	1.6%[59 µM]	3.6%
CCCC1(c2ccccc2)NC(=O)N(C/C=C/Cl)C1=O (stereo not drawn)	u	-14.1%[57 µM]	0.0%	u	-11.4%	-0.6	u	-11.3%	8.1%
FC(F)(F)c1cccc(Cc2noc(CN3CCC(c4ccncc4)CC3)n2)c1	1.3%	38.3%	-6.3%	40.9%	-10.8%	0.0	-11.0%	-8.7%	1.3%
CCc1nn(CC(=O)NC2CC2)c(=O)c2cc3ccccc3n12	-11.0%	64.2%[activator]	-4.2%	-3.0%	26.6%	2.0	0.4%	25.7%[59 µM]	3.3%
Cc1ccc(C2=Nc3ccccc3N(CC(=O)NCc3ccc(F)cc3)C(=O)C2)cc1C	-6.8%	81.2%[activator]	-9.7%	-30.8%	-3.1%	-0.3	-16.3%	-0.6%[59 µM]	7.1%
N#Cc1nc(COc2cccc(Cl)c2)oc1NCc1ccncc1	0.0%&-18.9%	8.1%	23.7%	-33.7%	u	3.8	-28.1%	22.5%[59 µM]	-5.5%
CC[C@@]1(C(=O)OC)N[C@H](CN(C)C(=O)Nc2ccccc2)[C@@H]2C(=O)N(C)C(=O)[C@@H]21	u	17.3%	-0.8%	-0.1%	x	-2.0	-15.8%	x	6.8%
CCOc1ccc(C(=O)NC(=S)Nc2ccc(N3CCC(C)CC3)cc2)cc1[N+](=O)[O-]	4.9%	-32.2%	26.2%	12.9%	u	1.7	u	10µM*	-5.9%
Cc1ccc(NC(=O)c2ccc(S(=O)(=O)N3CCCC3)cc2)cc1	0.0%	29.1%	4.3%	3.5%[11.4 µM]	x	-0.9	13.4%[57.1 µM]	x	-3.7%
COC(=O)CC1C(=O)NCCN1C(=O)c1ccc(S(=O)(=O)N2CCOCC2)cc1 (stereo not drawn)	-0.7%	30.7%	0.8%	3.5%	2.3%	3.7	-17.5%	u	-8.8%
COc1cccc(-c2cc(C(F)(F)F)nc(NCCc3ccc(OC)c(OC)c3)n2)c1	-18.5%	72.3%[activator]	1.6%	-4.8%	44.3%[activator]	-4.7	13.7%	31.9%[59 µM]	-5.2%
c1ccc(-n2cc(CN3CCCC3)c(-c3ccc4c(c3)OCO4)n2)cc1	-17.0%	27.7%	14.4%	-0.8%	-30.7%	3.4	-31.0%	x	0.5%
O=C(NCCCO)C(=O)NCC(c1ccc2c(c1)OCO2)N1CCOCC1 (stereo not drawn)	-3.4%	7.5%[57 µM]	-10.5%	16.6%	-2.3%	1.1	2.9%	-1.9%[59 µM]	-3.3%
Cc1cc(C)c(C#N)c(SCc2nc3ccccc3[nH]2)n1	-2.9%	55.1%	-34.0%	-26.6%	0.3%	-7.4	0.9%	17.2%	-14.5%
O=[N+]([O-])c1ccc(S(=O)(=O)N2CCn3cccc3C2c2ccc(Br)cc2)cc1 (stereo not drawn)	u	-18.2%	4.6%	-11.8%	u	0.0	u	7.94µM*	-4.3%
CCCNC(=O)NC(=O)COC(=O)/C=C/c1cc(Br)ccc1F	38.8%[activator]	59.0%[activator]	-4.6%	-15.7%	-1.2%	-0.7	0.0%	-1.9%	-0.6%
CCC1Oc2ccccc2N(CC(=O)NC2CCCCC2)C1=O (stereo not drawn)	39.2%	32.0%	-28.7%	-34.1%	-8.6%	0.9	-7.5%	12.8%	12.4%
Cc1cc(-c2nnc(CCC(=O)NC(C)c3cccc4ccccc34)o2)no1 (stereo not drawn)	0.2%	62.3%[activator]	12.7%	17.1%[11.4 µM]	-6.3%	1.9	-2.2%[11.4 µM]	12.9%[12.7 µM]	-2.3%
CCCCCC(=O)N1CC2(CC(c3cccc(NC(=O)CC(c4ccccc4)c4ccccc4)c3)=NO2)C[C@@H]1C(N)=O (stereo partly drawn)	-11.5%	14.7%	-15.1%	-35.2%	-12.3%	-0.9	-22.4%	-34.5%[59 µM]	13.3%
COc1ccccc1C(=O)NCCC(=O)NC1CCCCC1C (stereo not drawn)	2.9%	17.4%	8.0%	22.2%	-6.0%	-9.2	-9.7%	15.4%[0.501 µM]	7.3%
Cc1ccc(NC(=S)NCc2ccc3[nH]c4c(c3c2)CCCC4)cc1	u	u	17.0%	-11.5%	35.5µM*	2.1	50.1µM*	44.7µM*	2.4%
O=c1c2ccccc2c(-c2n[nH]c(=S)o2)nn1Cc1ccccc1	u	56.4%[activator]	10.8%	-47.9%[56.9 µM]	-35.9%	-2.6	u	3.98µM*	-10.6%
C(=N\N=C\c1cccnc1)/c1cccnc1	x	9.0%	0.3%	-6.0%	0.9%	-1.4	-10.2%	10.9%[59 µM]	-10.2%

Three compounds already listed, arranged by the number in ERG-DNA inh, descending.
structure | 12-LOX inh | HP1b chromo inh | GLS inh | RGS4 inhibitor | BAZ2B block | PI4K2A block | JMJD2A Tudor | G9a block | ERG-DNA inh
Cc1ccc(C2=Nc3ccccc3N(CC(=O)NCc3ccc(F)cc3)C(=O)C2)cc1C | -6.8% | 81.2%[activator] | -9.7% | -30.8% | -3.1% | -0.3 | -16.3% | -0.6%[59 µM] | 7.1%
CCc1nn(CC(=O)NC2CC2)c(=O)c2cc3ccccc3n12 | -11.0% | 64.2%[activator] | -4.2% | -3.0% | 26.6% | 2.0 | 0.4% | 25.7%[59 µM] | 3.3%
O=C(NCCc1ccccn1)c1cccnc1Oc1ccc(Cl)cc1 | 0.0% | 38.7% | 1.6% | 1.7% | -1.9% | -0.2 | -11.6% | -2.3% | -1.0%

(list continues)
smiles	12-LOX inh	HP1b chromo inh	GLS inh	RGS4 inhibitor	BAZ2B block	PI4K2A block	JMJD2A Tudor	G9a block	ERG-DNA inh
CCOc1ccc(Nc2oc(-c3ccco3)nc2C#N)cc1	0.0%	-2.9%	0.9%	-18.6%	-37.4%	-3.6	-21.5%	-43.2%[59 µM]	-3.2%
O=C(NCc1cccs1)c1cccn2c(=O)c3sccc3nc12	-5.8%	37.1%	-9.3%	-3.0%	x	3.4	1.4%	u	2.4%
CCOc1ccc2nc(NC(=O)C3CCCO3)sc2c1 (stereo not drawn)	-1.6%	33.7%	-2.3%	4.4%	-13.0%	-1.3	-2.1%	5.1%	3.0%
O=C(COC(=O)c1cc(Br)ccc1Cl)NC1CC1	16.0%	38.1%	1.6%	-1.2%	-0.6%	1.4	2.8%	9.0%[59 µM]	8.7%
CCCNC(=O)Cn1c(=O)/c(=C/c2ccc(-c3ccc([N+](=O)[O-])cc3)o2)s/c1=C\C(=O)C(C)(C)C	u	8.9%	-8.3%	-9.8%	x	9.3	-8.3%	x	1.0%
Cc1ccc2c(CNCc3ccc(C)o3)c(C(=O)O)n(Cc3ccc(F)cc3)c2c1	-21.0%	-4.7%	-12.3%	2.5%	50.1µM*	0.4	u	u	-0.6%
CCC(C)C(NC(=O)C(N)CC(C)C)C(=O)NC(CCC(=O)OCc1ccccc1)C(N)=O (stereo not drawn)	1.9%	15.7%	-4.9%	9.9%	3.9%	-1.5	-11.6%	18.8%[12.7 µM]	x
CC(C)Oc1ccc(C(=O)OC(C)C(=O)Nc2nc(-c3cccc([N+](=O)[O-])c3)cs2)cc1 (stereo not drawn)	-5.7%	-1.5%	-1.1%	5.0%	-11.2%	0.9	-31.4%	11.7%[59 µM]	8.6%
CCc1nnc(SCc2ccc(OC)c(Br)c2)n1N	0.0%	21.1%	-11.2%	-21.2%	35.0%	-3.1	7.9%	29.5%[59 µM]	8.7%
C=CCNC(=O)NC(=O)COC(=O)c1ccccc1Sc1ccc(C(F)(F)F)cc1[N+](=O)[O-]	-13.1%	17.8%	20.5%	6.0%	1.7%	1.8	-21.8%	-1.2%[59 µM]	1.8%
